CXXC DNA block = qHTS Fluorescence Polarization Assay for Inhibitors of MLL CXXC domain - DNA interaction. Histone-lysine N-methyltransferase 2A (Homo sapiens), Q03164. MLL-CXXC / FITC-HOXA9 DNA fluorescence polarization. Potency, µM (doses to about 115 µM), for inactives: at the highest dose activity change, negative = inhibition, hits mostly inhibitors. 290,000 tested, 0.037% active; active = well fitted inhibition curve with a large enough effect in the polarisation, with a control signal flat, not every such curve was filed as active; inconclusive = small, poorly fitted or top-dose-only effect, or effect the other way, or a change in a side signal; inactive = no such curve, though single readings can be large or run the other way; the % refers to the polarisation
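Fluorescence polarization: 7 uM MLL-CXXC (stock) preincubated 5 min with compounds, then 50 nM fluorescein-HOX-A9 DNA (stock) added; 30 min ambient. Buffer 50 mM Tris-HCl pH 7.5, 50 mM NaCl, 1 mM DTT, 0.05% BSA.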
Numbers without * were called inactive; ? = inconclusive; [ ] = another dose, or the depositor's remark. Potency is the fitted concentration of half-maximal effect. The list is partial (hit frequency here may not be typical).

molecule	CXXC DNA block
OCc1ccc(Cl)cc1Cl	-2%
CC(CNC(=O)c1cccnc1)NC(=O)c1cccnc1 (configuration not stated)	1%
CN(C)C(=O)/N=N/C(=O)N(C)C	-22%
CCCCCCCCCCCCCCCCOCCOCCOCCOCCOCCOCCOCCOCCOCCOCCOCCOCCOCCOCCOCCOCCOCCOCCOCCOCCO	7%
CN=C(NC#N)NCCSCc1csc(N=C(N)N)n1	1%
O=C(O)CCC(=O)N1CCCC1C(=O)O (configuration not stated)	-8%
O=C1C(I)=CC(=C(c2cc(I)c(O)c(I)c2)c2ccccc2C(=O)O)C=C1I	-12%
c1ccc2c(c1)CC(N1CCN(c3cccc4c3OCCO4)CC1)C2	-14%
OCC1O[C@H](O)C(Cl)C(O)C1O (some centres not stated)	-8%
COc1cc(-c2ccc(-[n+]3nc(-c4ccccc4)nn3-c3ccc([N+](=O)[O-])cc3)c(OC)c2)ccc1-[n+]1nc(-c2ccccc2)nn1-c1ccc([N+](=O)[O-])cc1	8%
CCOc1ccc(Cc2nccc3cc(OCC)c(OCC)cc23)cc1OCC	-6%[51.4 µM]
CCCCC(CC)CCC(CC(C)C)OS(=O)(=O)O (configuration not stated)	-3%
CC(C)C[C@H](N)CSSC[C@@H](N)CC(C)C	-2%
Cc1cc(O)c2c(c1)OC1(C)CCC3C(C)(C)CCCC34COC2C14 (configuration not stated)	-1%
COC(=O)C(CN)c1c[nH]c2ccc(OC)cc12 (configuration not stated)	-5%
CCOC(=O)c1ccc(O)cc1	2%
C[C@@H]1CCN(C(=O)[C@H](CCCNC(=N)N)NS(=O)(=O)c2cccc3c2NC[C@H](C)C3)[C@@H](C(=O)O)C1	3%
CS(=O)(=O)c1ccc([C@H](O)[C@H](CO)NC(=O)C(Cl)Cl)cc1	-5%[51.4 µM]
CO[C@]1(NC(=O)[C@H](C(=O)O)c2ccc(O)cc2)C(=O)N2C(C(=O)O)=C(CSc3nnnn3C)CO[C@H]21	-1%[51.4 µM]
C1OCOCO1	-2%
Cc1ccccc1CNc1ncnc2c1ncn2C1OC(CO)C(O)C1O (configuration not stated)	-7%
Oc1cc2cc(CCN3CCN(c4nsc5ccccc45)CC3)c(Cl)cc2[nH]1	16%
O=C(NNCS(=O)(=O)O)c1ccncc1	-15%
O=C(O)c1cc(O)c2c(c1)[O][Bi][O]2	2%
CN(C)[C@H]1C(=O)C(C(=O)NCN2CCCC2)=C(O)[C@]2(O)C(=O)C3=C(O)c4c(O)cccc4[C@](C)(O)[C@H]3C[C@H]12	-23%
CCCCCCCCCC[Si](C)(C)CCC(=O)NC(Cc1ccc(C)cc1)c1ccccc1 (configuration not stated)	1%
CC(C)(C)c1ccc2c(S(=O)(=O)O)c(C(C)(C)C)ccc2c1	7%
CCCCCCCCCCCCCCCCCCNC(=O)OCC(COP(=O)([O-])OCC[n+]1ccsc1)OC (configuration not stated)	1%
O=C(O)/C(=C/c1c(C(=O)O)[nH]c2cc(Cl)cc(Cl)c12)c1ccccc1	-25%
CCCC(=O)NCCc1c2n(c3ccc(OC)cc13)CCCc1ccccc1-2	?
CCN(CC)CCC[C@H](C)Nc1c2ccc(Cl)cc2nc2ccc(OC)cc12	45µM*
O=C1c2cccc3c2[C@@H](CCC3)CN1[C@@H]1CN2CCC1CC2	-4%
COCCOC(=O)C1=C(C)NC(C)=C(C(=O)OC/C=C/c2ccccc2)C1c1cccc([N+](=O)[O-])c1 (configuration not stated)	3%
NC(CSSCC(N)C(=O)O)C(=O)O (configuration not stated)	14%
NC(=O)c1ncn(C2OC(CO)C(O)C2O)c1N (configuration not stated)	-1%
Cc1onc(-c2c(F)cccc2Cl)c1C(=O)N[C@@H]1C(=O)N2[C@H]1SC(C)(C)[C@H]2C(=O)O	0%
Cc1cc(N)c2ccccc2[n+]1CCCCCCCCCC[n+]1c(C)cc(N)c2ccccc21	5%
[O]=[Bi][O][Bi]=[O]	-5%
O=C(O)c1ccc(OCCCOc2ccc(C(=O)O)cc2)cc1	-5%
Oc1cccc(O)c1O	-1%
C=Cc1ccc(S(=O)(=O)O)cc1	14%
OCc1ccccc1O	-4%
CCCn1c(=O)c2[nH]c(-c3ccc(OCC(=O)NCCN)cc3)nc2n(CCC)c1=O	10%
O=C(O)COc1ccccc1/C=N/NC(=O)c1ccncc1	6%
CCCCCCCCCCCCCCCC(=O)NCC(COP(=O)([O-])OCC[N+](C)(C)C)OCC (configuration not stated)	-9%
C[C@@]12CCC(=O)C=C1C=CC1C2CC[C@]2(C)C1CC[C@@]21CCC(=O)O1 (some centres not stated)	6%
Nc1nc2[nH]c(=O)cnc2c(=O)[nH]1	-9%
CCCCCCCCCCCCCCC/C=C/[C@@H](O)[C@H](NC(=O)CCCCCCCCCCCCC)OC (tested in a mixture with another compound)	-4%
O=C(O)P(=O)(O)O	-10%
C[C@H]1OC(OC2C(O)[C@@H](O)C(OC3C(O)[C@@H](O)C(O)O[C@@H]3CO)O[C@@H]2CO)[C@H](O)C(O)C1N[C@H]1C=C(CO)[C@@H](O)[C@H](O)C1O (some centres not stated)	1%
O=C(O)[C@H]1C[C@@H](CP(=O)(O)O)CCN1	0%
O=S(=O)(c1cccc2c(I)cccc12)N1CCCNCC1	9%
CC(=O)Nc1ccc(OCCOCCOc2ccc(NC(C)=O)cc2)cc1	1%
CNC1CCc2cc(OC)c(OC)c(OC)c2-c2ccc(OC)c(=O)cc21 (configuration not stated)	3%
CCCc1nc(C(C)(C)O)c(C(=O)OCc2oc(=O)oc2C)n1Cc1ccc(-c2ccccc2-c2nn[nH]n2)cc1	-3%
CCCCCCCCCCCCCCCC(=O)OC[C@H](O)[C@H]1OC[C@@H](O)[C@@H]1O	7%
O=c1[nH]c2cc(Cl)ccc2c(O)c1-c1ccc(Oc2ccccc2)cc1	1%
O=C(O)CC1CCCc2ccccc2C1O (configuration not stated)	-12%
O=[N+]([O-])c1cccc(S(=O)(=O)NCCNS(=O)(=O)c2cccc([N+](=O)[O-])c2)c1	2%
Cc1cccc(C)c1NC(=O)CN1CCCCCC1	-1%

Three structures already listed, ordered by molecular weight, high to low.
molecule	CXXC DNA block
O=[N+]([O-])c1cccc(S(=O)(=O)NCCNS(=O)(=O)c2cccc([N+](=O)[O-])c2)c1	2%
CCCCCCCCCCCCCCCC(=O)OC[C@H](O)[C@H]1OC[C@@H](O)[C@@H]1O	7%
O=C(O)COc1ccccc1/C=N/NC(=O)c1ccncc1	6%

Part of the list above, as labelled records.
molecule: C=Cc1ccc(S(=O)(=O)O)cc1
  CXXC DNA block = 14%
molecule: CCCCCCCCCCCCCCC/C=C/[C@@H](O)[C@H](NC(=O)CCCCCCCCCCCCC)OC (tested in a mixture with another compound)
  CXXC DNA block = -4%
molecule: O=C1c2cccc3c2[C@@H](CCC3)CN1[C@@H]1CN2CCC1CC2
  CXXC DNA block = -4%
molecule: O=S(=O)(c1cccc2c(I)cccc12)N1CCCNCC1
  CXXC DNA block = 9%

Next section:
molecule	CXXC DNA block
NC(=O)[C@H]1O[C@@H](O)[C@H](O)[C@@H](O)[C@@H]1O	-1%
CN(C)CCc1c[nH]c2ccc(CS(=O)(=O)N3CCCC3)cc12	-7%
Cc1ccccc1OCC(O)CNCCOc1ccc(C(N)=O)cc1 (configuration not stated)	-1%
CCCC[C@H](CC)CN1CN(C[C@@H](CC)CCCC)CC(C)(N)C1	-15%[51.4 µM]
CCC[C@@H]1C[C@@H](C(=O)N[C@@H]([C@H]2O[C@H](SC)[C@H](O)[C@@H](O)[C@H]2O)[C@@H](C)O)N(C)C1	3%
CCOC(=O)c1ccc(C#Cc2ccc3c(c2)C(C)(C)CCS3)nc1	?
CN1CCN(c2cc3c(nn2)Oc2ccccc2N3C)CC1	9%
COC(=O)C(c1ccccc1Cl)N1CCc2sccc2C1 (configuration not stated)	1%
NCCCC(N)CC(=O)NC1CNC(=O)C(C2CC(O)N=C(N)N2)NC(=O)/C(=C/NC(N)=O)NC(=O)C(CO)NC(=O)C(CO)NC1=O (configuration not stated)	?
CCCCCCCCCCCCCCCCOP(=O)([O-])OCC[N+](C)(C)C	-5%
CC(O)COc1ccccc1 (configuration not stated)	2%
CC[C@H](C)[C@H](N)C1=N[C@H](C(=O)N[C@@H](CC(C)C)C(=O)N[C@@H](CCC(=O)O)C(=O)N[C@@H](C(=O)N[C@H]2CCCCNC(=O)[C@@H](CC(N)=O)NC(=O)[C@@H](CC(=O)O)NC(=O)[C@@H](Cc3cnc[nH]3)NC(=O)[C@@H](Cc3ccccc3)NC(=O)[C@@H]([C@@H](C)CC)NC(=O)[C@@H](CCCN)NC2=O)[C@@H](C)CC)CS1	-1%[51.4 µM]
CC1=CCC2CC1C2(C)C (configuration not stated)	8%
CN(C)CCN1C(=O)c2ccccc2N(C)c2ccccc21	-3%
NC(N)=NN=C(/C=C/c1ccc([N+](=O)[O-])o1)/C=C/c1ccc([N+](=O)[O-])o1	5%
NS(=O)(=O)c1cc2c(cc1Cl)N[C@@H](CC1CCCC1)NS2(=O)=O	-5%[51.4 µM]
C=C1CC[C@H](O)C/C1=C/C=C1\CCC[C@]2(C)[C@@H]([C@H](C)CC[C@@H](O)C(C)(C)O)CC[C@@H]12	-1%
CC1(C)C2CC[C@]1(C)[C@@H](O)C2	-2%
NC(=O)C1c2ccccc2CCc2ccccc21	-5%
Nc1nc2[nH]cc(CCc3ccc(C(=O)NC(CCC(=O)O)C(=O)O)cc3)c2c(=O)[nH]1 (configuration not stated)	8%
CCN1C(=O)C=CC1=O	-7%
CN1CCN(C2=Nc3ccccc3Sc3ccc(Cl)cc32)CC1	5%
CCCCCCCCCC(=O)NO	-6%
CC(/C=C/C=C(\C)C(=O)O[C@@H]1O[C@H](CO[C@@H]2O[C@H](CO)[C@@H](O)[C@H](O)[C@H]2O)[C@@H](O)[C@H](O)[C@H]1O)=C\C=C\C=C(C)\C=C\C=C(/C)C(=O)O[C@@H]1O[C@H](CO[C@@H]2O[C@H](CO)[C@@H](O)[C@H](O)[C@H]2O)[C@@H](O)[C@H](O)[C@H]1O	2%
CCCCCC=CCC=CCCCCCCCC(=O)OCC	-12%
CNC(=O)C(N)CSC(C)C1=C(C)c2cc3[n-]c(cc4nc(cc5[n-]c(cc1n2)c(C)c5CCC(=O)O)C(CCC(=O)O)=C4C)c(C)c3C(C)SCC(N)C(=O)NC.[Fe+2] (configuration not stated)	-1%
CCCCCCCCCCCC(=O)[O][Sn]([CH2]CCC)([CH2]CCC)[O]C(=O)CCCCCCCCCCC	-1%
CC/C(=C(/CC)c1ccc(OP(=O)(O)O)cc1)c1ccc(OP(=O)(O)O)cc1	13%
NS(=O)(=O)c1ccc(NC(=O)CCC(=O)O)cc1	-3%
CC1(C)[C@@H](OC(=O)CCC(=O)O)CC[C@@]2(C)[C@H]1CC[C@@]1(C)[C@H]2C(=O)C=C2[C@H]3C[C@](C)(C(=O)O)CC[C@]3(C)CC[C@@]21C	-2%[51.4 µM]
CCCCCCCCCCCCCCCC(=O)OCC(COC(=O)CCCCCCCCCCCCCCC)OC(=O)CCCCCCCCCCCCCCC	-4%
CCN(CC)C(=O)c1cccnc1	-5%
Nc1ccc2cc3ccc(N)cc3nc2c1	?
CC(=O)OC[C@H]1O[C@@](COC(C)=O)(O[C@H]2O[C@H](COC(C)=O)[C@@H](OC(C)=O)[C@H](OC(C)=O)[C@H]2OC(C)=O)[C@@H](OC(C)=O)[C@@H]1OC(C)=O	5%
CCCCCCCCOc1ccc(C(=O)c2ccccc2)c(O)c1	16%
COc1ccc(C[C@@](C)(N)C(=O)O)cc1OC	12%[51.4 µM]
CS(=O)(=O)OCC(O)C(O)COS(C)(=O)=O (configuration not stated)	15%
O=S(=O)(O)c1cc(I)c(O)c2ncccc12	6%
CO/N=C(/C(=O)N[C@@H]1C(=O)N2C(C(=O)O)=CCS[C@H]12)c1csc(N)n1	6%
C1CCc2nnnn2CC1	-1%
C=CC(N)CCC(=O)O (configuration not stated)	10%
CNC1C(O)C(OC2C(N)CC(N)C(OC3OC(CN)=CCC3N)C2O)OCC1(C)O (configuration not stated)	10%
CN1CCC2(CCN3CCc4c(oc5ccccc45)C3C2)N(C)C1=O (configuration not stated)	-6%
CNC1(C)C2CCC(C2)C1(C)C (configuration not stated)	-11%
C=C1/C(=C\C=C2/CCC[C@]3(C)[C@@H]([C@H](C)/C=C/[C@@H](O)C4CC4)CC[C@@H]23)C[C@@H](O)C[C@@H]1O	-5%
CN(N=O)C(=O)N[C@H]1[C@@H](O)[C@H](O)[C@H](CO)O[C@@H]1O	1%[51.4 µM]
CC(C)OC(=O)Nc1ccc2nc(-c3cscn3)[nH]c2c1	-6%
COCC(=O)Nc1c(I)c(C(=O)NC[C@@H](O)CO)c(I)c(C(=O)N(C)C[C@@H](O)CO)c1I	6%[51.4 µM]
O=C(O)[C@@H]1CSCN1	7%
Nc1ncnc2c1ncn2[C@@H]1O[C@H](COP(=O)(O)OP(=O)(O)OP(=O)(O)OP(=O)(O)OC[C@@H]2O[C@H](n3cnc4c(N)ncnc43)[C@@H](O)[C@@H]2O)[C@H](O)[C@H]1O	-15%
O=c1cc(O)cc(/C=C/c2ccc(O)c(O)c2)o1	-5%
